Compound activity (PubChem BioAssay)
D2 antagonist = D2 dopamine receptor (human) antagonism. HEK293 TREx D2 cells, calcium flux, dopamine EC80. inhibition, % at 10 µM. actives 2% (n = 340,000); in the data active = inhibition above about 30%; also: 0% is about no effect
Target sequence (P14416 whole entry, looked up): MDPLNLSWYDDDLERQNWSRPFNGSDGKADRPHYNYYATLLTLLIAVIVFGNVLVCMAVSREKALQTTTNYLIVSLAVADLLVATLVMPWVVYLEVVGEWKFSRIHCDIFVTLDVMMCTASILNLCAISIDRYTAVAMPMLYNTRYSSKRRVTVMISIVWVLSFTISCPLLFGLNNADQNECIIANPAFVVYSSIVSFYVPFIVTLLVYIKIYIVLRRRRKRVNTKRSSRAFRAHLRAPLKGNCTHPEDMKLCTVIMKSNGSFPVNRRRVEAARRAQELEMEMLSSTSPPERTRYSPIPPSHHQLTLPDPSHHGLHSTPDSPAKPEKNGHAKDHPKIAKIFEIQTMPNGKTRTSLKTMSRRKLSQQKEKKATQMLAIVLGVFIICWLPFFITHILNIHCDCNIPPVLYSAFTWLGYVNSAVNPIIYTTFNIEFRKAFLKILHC
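Inhibition of EC80 dopamine-driven calcium flux, recorded kinetically, defines activity here; cells are a tetracycline-induced HEK293 T-REx line expressing force-coupled D2.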
D2 ag = agonists of human D2 dopamine receptor; HEK293 T-REx D2 cells, calcium flux agonist mode; activation, % at 2 µM; actives 0.53% (n = 340,000); P14416;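 active = activation over 3 SD above normal in the single-dose calcium agonist read, cut at about 30% in these data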; also: 0% is about no effect
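Agonism scored from kinetic calcium signal (1 read/sec, 180 s) following compound pin transfer, after a 10 s baseline. Cells: HEK293 Trex line expressing inducible D2 receptor coupled to calcium, dye-loaded after overnight culture at 30 C.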
D1 ag = human D1 receptor agonism; P21728; HEK293 T-REx D1 cells, calcium flux, agonist mode; activation, % at 2 µM; actives 1% (n = 360,000); AID 504660; also: 0% is about no effect
Target sequence (P21728 whole entry, looked up): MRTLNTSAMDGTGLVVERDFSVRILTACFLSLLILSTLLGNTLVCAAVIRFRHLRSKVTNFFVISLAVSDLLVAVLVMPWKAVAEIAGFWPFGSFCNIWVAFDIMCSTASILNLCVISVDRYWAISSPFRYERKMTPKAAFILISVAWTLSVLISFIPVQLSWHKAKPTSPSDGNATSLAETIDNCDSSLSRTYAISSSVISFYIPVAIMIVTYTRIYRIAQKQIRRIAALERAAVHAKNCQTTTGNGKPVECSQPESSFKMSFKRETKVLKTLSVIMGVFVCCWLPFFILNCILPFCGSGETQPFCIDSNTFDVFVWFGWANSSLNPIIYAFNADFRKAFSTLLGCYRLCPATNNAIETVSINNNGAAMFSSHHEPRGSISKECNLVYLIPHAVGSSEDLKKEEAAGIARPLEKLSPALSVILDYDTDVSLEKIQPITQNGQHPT
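Agonism was scored from calcium flux recorded over 180 s (1 read/s) after pintool compound addition, following a 10-cycle baseline. Cells were inducible force-coupled HEK293 TREx D1, plated overnight at 30 C and loaded with no-wash calcium dye.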
D2 potentiator = D2 dopamine receptor (human) potentiation; P14416; HEK293 T-REx D2, calcium flux, EC20 dopamine potentiation; potentiation, % at 10 µM; actives 0.34% (n = 340,000);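 active = potentiation over 3 SD above the plate norm, cut at about 30% in these data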; also: 0% is about no effect
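Primary screen. Calcium kinetics in induced HEK293 T-REx D2 cells: compound pre-addition 180 s, EC20 dopamine, 180 s more.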
TRHR ag = activates the human TRH receptor. P34981. TRHR cells, calcium flux fluo-8, FDSS agonist mode. activation, % at 2 µM. actives 0.18% (n = 360,000). AID 493084; also: 0% is about no effect
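TRHR-expressing cells loaded with fluo-8 calcium dye; 23 nL library compound pin-transferred, kinetic FDSS fluorescence (Ex 480/Em 530) recorded about 180 s for agonist-induced calcium release, before a 10 nM TRH EC20 addition for potentiator mode.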
RXFP1 antag = RXFP1 (human) relaxin receptor antagonism; Q9HBX9; AID 1259400; actives 0.59% (n = 350,000); activity change, negative = inhibition, % at 57.5 µM; HEK293-RXFP1, relaxin-stimulated cAMP HTRF, 30 min; active compounds read low;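 active = activity change of -60% or lower, but not beyond a set lower limit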; also: % is scaled to controls: 0 for no effect and ±100 for the full control effect
TRHR PAM = allosteric enhancers of human TRH receptor. TRHR cells, fluo-8 calcium fluorescence, EC20 TRH enhancement. enhancement, % at 2 µM. actives 0.66% (n = 360,000). P34981; in the data active = enhancement above about 30%; also: 0% is about no effect
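Enhancer read-out: after compound pinning and an initial kinetic agonist-mode read, an EC20 of TRH (10 nM final) was injected and fluo-8 calcium signal (Ex 480/Em 530) followed at 1 s/cycle for 100 cycles in TRHR-expressing cells.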
D1 antagonist = antagonists of human D1 dopamine receptor; P21728; HEK293 TREx D1 cells, calcium flux, dopamine EC80; active compounds read low; activity change, negative = inhibition, % at 10 µM; actives 3.2% (n = 360,000); in the data active = activity change below about -30%; also: % is scaled to controls: 0 for no effect and ±100 for the full control effect
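HEK293 T-REx cells expressing inducible, force-coupled D1 receptor; no-wash Ca dye, 30–90 min RT. Cmpd → 180 s read at 1 Hz → EC80 DA → 180 s read.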
D1 PAM = human D1 dopamine receptor positive modulation; actives 0.036% (n = 360,000); potentiation, % at 10 µM; HEK293 TREx D1 cells, calcium flux, dopamine EC20 potentiation; P21728; AID 504651; in the data active = potentiation above about 30%; also: 0% is about no effect
Starred values were filed as active, the others as inactive; . = no result given. Rule as the data show it, unless noted: active = activation above about 30%; inactive = the rest.

cpd | molecule | D2 antagonist | D2 ag | D1 ag | D2 potentiator | TRHR ag
1 | CCOC(=O)C(=O)c1c(-c2ccc(C)cc2)nc2ccccn12 | 8 | -0.2 | 1 | -3 | 0.0
2 | CCOc1[nH]n(-c2ccc(Cl)cc2)c(=O)c1C=Nc1ccc(O)cc1 | . | . | 6 | -1 | 0.7
3 | Cc1cc(Sc2nc(N(C)C)nc(N(C)C)n2)nc(Cl)n1 | 7 | -0.5 | 3 | 2 | -0.3
4 | CCN1CCN(c2ccc(NC(=O)c3cccnc3)cc2Cl)CC1 | 8 | 0.1 | 1 | 6 | -0.6
5 | CCOc1ccc(NC(=O)CN(C)C(=O)C2CCN(C(=O)c3ccc(Cl)cc3)CC2)cc1OCC | -14 | 0.4 | 1 | 11 | -0.2
6 | COc1ccc(OC)c(N(CC(=O)N2CCOCC2)S(C)(=O)=O)c1 | 2 | 0.3 | 2 | 4 | 0.2
7 | O=C(CSc1nnc(-c2ccccn2)o1)Nc1ccccc1F | -10 | 0.9 | 1 | -8 | 1.0
8 | CCn1c2ccccc2c2cc(NC(=O)COC(=O)c3cc(OC)c(OC)cc3OC)ccc21 | 14 | 0.1 | 0 | 2 | 0.2
9 | CCOC(=O)C1=C(CN2CCN(C(=O)c3ccco3)CC2)NC(=O)NC1c1ccc(Cl)cc1 (stereo not drawn) | -6 | -2.1 | 0 | -5 | -1.0
10 | O=C(NC1CCCCC1)C1CC=CCC1C(=O)OCC(Cl)=C(Cl)Cl (stereo not drawn) | 15 | -0.1 | 2 | 6 | -0.8
11 | CC(C)[C@H](NC(=O)NCc1ccco1)C(=O)O | 6 | 0.0 | 3 | -1 | 0.6
12 | O=C(Nc1cc(-c2nc3ccccc3o2)ccc1Cl)c1cccc2c(Cl)cccc12 | . | . | -1 | -3 | -0.5
13 | O=C(NC(C(=O)N/N=C/c1ccccc1)c1n[nH]c(=O)c2ccccc12)c1ccccc1 (stereo not drawn) | -14 | 6.2 | 5 | -2 | 12
14 | Cc1cccc(N2CCN(S(=O)(=O)c3ccc(F)c(C(=O)Nc4cccc(Cl)c4C)c3)CC2C)c1 (stereo not drawn) | . | . | -1 | 6 | 0.0
15 | c1ccc2c(C3CCO3)cccc2c1 (stereo not drawn) | . | . | 2 | . | 0.3

cpd | RXFP1 antag | TRHR PAM | D1 antagonist | D1 PAM
1 | -6 | 18 | -10 | -8
2 | -23 | 0 | 15 | -4
3 | -8 | -6 | -8 | 1
4 | -11 | -1 | 7 | -6
5 | 8 | 6 | -8 | -2
6 | 8 | 0 | 16 | -6
7 | 6 | 0 | -17 | -8
8 | 5 | 0 | 6 | 13
9 | -7 | -2 | 10 | -1
10 | -10 | 0 | -23 | -4
11 | -16 | 3 | -1 | -5
12 | -3 | 7 | 5 | 1
13 | -21 | 3 | 25 | 0
14 | -18 | 2 | 18 | -1
15 | . | 4 | -28 | 0

(list continues)
cpd | molecule | D2 antagonist | D2 ag | D1 ag | D2 potentiator | TRHR ag
16 | Cc1cc(C(C)(C)C)cc(S(=O)(=O)Nc2ccc(O)c(C(=O)O)c2)c1C | 12 | 0.6 | 0 | -5 | 0.2
17 | O=C(CSc1ncn[nH]1)N(C1CCCCC1)C1CCCCC1 | . | . | 1 | . | 0.2
18 | Cc1[nH]c2ccccc2c1/C=N/NC(=O)Nc1ccccc1 | 11 | -2.0 | 3 | 1 | 0.3
19 | O=[N+]([O-])c1cc(S(=O)(=O)C(F)(F)F)ccc1Sc1nc2ccccc2s1 | -12 | -0.4 | 0 | 19 | -0.2
20 | O=C(C1CCCO1)N1CCN(Cc2c(O)ccc3ccccc23)CC1 (stereo not drawn) | 2 | 0.3 | 3 | 2 | -0.3
21 | C=CCn1c(CNc2ccccc2)nnc1SCC(=O)N/N=C/c1ccccc1O | -3 | -0.3 | 2 | -1 | 0.3
22 | CCN1CCCC1CNCc1cc(OC)c(OC)c(OC)c1 (stereo not drawn) | . | . | 2 | . | 0.6
23 | COc1ccccc1-c1nnn(C/C(N)=N/O)n1 | 1 | 1.2 | 3 | 7 | -0.1
24 | CC(=O)OCC1(C)CN(c2ccccc2)N(C(=O)c2ccc(C(C)(C)C)cc2)C1=O (stereo not drawn) | 21 | -0.4 | 1 | 2 | 0.0
25 | CN(CC(=O)Nc1cccc(F)c1)C(=O)CC1CC2CCC1C2 (stereo not drawn) | -8 | 0.6 | 3 | 1 | 0.9
26 | CCOc1ccc(S(=O)(=O)NCCC(=O)NCC2CCCO2)cc1 (stereo not drawn) | 7 | 0.6 | 0 | -14 | -0.1
27 | Cc1cc(=O)oc2cc(Oc3ncccc3[N+](=O)[O-])ccc12 | -15 | -0.7 | 2 | 0 | 0.0
28 | CCOc1ccccc1NC(=O)c1c(NC(=O)c2ccccc2)sc2c1CCCC2 | . | . | -1 | -3 | 0.4
29 | COC(=O)CSc1nc(C)cc(C(F)(F)F)c1C#N | -8 | 1.9 | 1 | -12 | -0.5
30 | COc1ccc(-c2csc(NC(=O)CN3C(=O)C4CCCCC4C3=O)n2)c(OC)c1 (stereo not drawn) | 19 | -0.2 | 0 | -6 | -0.4

cpd | RXFP1 antag | TRHR PAM | D1 antagonist | D1 PAM
16 | -2 | -4 | -6 | -11
17 | 24 | 0 | 6 | 2
18 | 5 | 9 | -9 | -8
19 | -34 | 3 | 18 | -5
20 | 6 | 1 | 6 | 1
21 | -1 | -4 | -2 | -3
22 | -9 | 1 | -2 | 3
23 | 5 | 6 | 3 | -7
24 | -10 | -4 | -64* | -6
25 | -8 | 1 | 10 | -9
26 | 9 | -3 | -18 | -3
27 | 1 | -12 | 11 | -4
28 | -13 | 1 | -8 | -1
29 | -1 | -2 | -15 | -9
30 | 1 | 3 | 7 | 0

Complete entries as entered above:
COc1ccc(-c2csc(NC(=O)CN3C(=O)C4CCCCC4C3=O)n2)c(OC)c1 (stereo not drawn) is entered as D2 antagonist: 19; D2 ag: -0.2; D1 ag: 0; D2 potentiator: -6; TRHR ag: -0.4; RXFP1 antag: 1; TRHR PAM: 3; D1 antagonist: 7; D1 PAM: 0
O=C(C1CCCO1)N1CCN(Cc2c(O)ccc3ccccc23)CC1 (stereo not drawn) is entered as D2 antagonist: 2; D2 ag: 0.3; D1 ag: 3; D2 potentiator: 2; TRHR ag: -0.3; RXFP1 antag: 6; TRHR PAM: 1; D1 antagonist: 6; D1 PAM: 1

Remaining list, next part
cpd | molecule | D2 antagonist | D2 ag | D1 ag | D2 potentiator | TRHR ag
31 | CCOc1ccccc1Nc1nc(N)nc(CN(C)C2CCCCC2)n1 | . | 0.2 | 2 | -12 | 0.2
32 | O=C(O)CCc1nc(-c2ccccc2Cl)no1 | 5 | -0.9 | 3 | 11 | -0.9
33 | CC(C)NC(=O)C1CCN(c2ccc(S(=O)(=O)N3CCOCC3)cc2Cl)CC1 | -15 | 0.2 | 6 | 7 | 1.5
34 | CS(=O)(=O)Nc1ccc(C(=O)NCCSC2CCCCC2)cc1 | -8 | -0.6 | 0 | -6 | -0.1
35 | O=S1(=O)C[C@@H](O)[C@@H](Nc2ccccc2)C1 | -10 | 0.4 | 2 | -5 | 0.6
36 | Cc1nn(Cc2ccc(F)cc2)c(C)c1NC(=O)c1cc(CC(C)C)on1 | . | 0.2 | 11 | -2 | -1.9
37 | CCCc1cc(=O)[nH]c(SCC(=O)N2C(C)CCCC2C)n1 (stereo not drawn) | -2 | 1.0 | 2 | 5 | -0.2
38 | O=C1Nc2cccnc2Sc2ccccc21 | -8 | 1.2 | 5 | -6 | 0.5
39 | C=CCOc1ccc(/C=C2\SC(=S)N(N3CCOCC3)C2=O)cc1 | 9 | 0.1 | 2 | -12 | 0.5
40 | COc1cccc(-n2sc3c(c2=S)-c2cc(OC)ccc2NC3(C)C)c1 | -7 | -0.1 | 1 | 6 | 0.0
41 | COc1cccc(OC)c1C(=O)N1CCN(S(=O)(=O)c2ccccc2)CC1 | -34 | 0.6 | -3 | -2 | 0.6
42 | CCCOc1ccc(/C=N/NC(=O)C(C)Sc2ccccn2)cc1OCC (stereo not drawn) | -7 | -0.2 | 1 | -5 | 0.6
43 | Cc1csc(NC(=O)CSc2nc3sc(C)c(C)c3c(=O)[nH]2)n1 | 1 | -0.2 | -1 | 1 | -0.2
44 | Cc1ccc([N+](=O)[O-])cc1NC(=O)c1cccnc1 | -6 | 0.1 | 5 | 8 | 0.3
45 | COc1ccc(C(=O)N/N=C/c2ccc(OC(=O)c3ccccc3)cc2)cc1 | 19 | 1.5 | 3 | 4 | -0.1

cpd | RXFP1 antag | TRHR PAM | D1 antagonist | D1 PAM
31 | 6 | -1 | 5 | -4
32 | 3 | 15 | 5 | 5
33 | 0 | 1 | -3 | -2
34 | 8 | 3 | 1 | -1
35 | 3 | -8 | -12 | -7
36 | -21 | -2 | -8 | 1
37 | -13 | 7 | -3 | 7
38 | 13 | -11 | -10 | -2
39 | -18 | -6 | 0 | 3
40 | -21 | -4 | 4 | 0
41 | -5 | 8 | 4 | 2
42 | -20 | -5 | -1 | -2
43 | -4 | -1 | -1 | -4
44 | 1 | -2 | 8 | -1
45 | -4 | -5 | -8 | -3

D1 antagonist: entries above that show a hit
item	Molecule	D2 antagonist	D1 ag	D2 potentiator	TRHR ag	RXFP1 antag	TRHR PAM	D1 antagonist	D1 PAM
24	CC(=O)OCC1(C)CN(c2ccccc2)N(C(=O)c2ccc(C(C)(C)C)cc2)C1=O (stereo not drawn)	21	1	2	0.0	-10	-4	-64*	-6

The results go on.
cpd | molecule | D2 antagonist | D2 ag | D1 ag | D2 potentiator | TRHR ag
46 | O=C(NCc1nnc(-c2cc3ccccc3[nH]2)o1)c1ccccc1 | . | . | 3 | . | -0.1
47 | CCOC(=O)CC1=NN(c2ccccc2)C(=O)/C1=C\c1ccc(OC)cc1OC | 7 | 3.4 | 2 | 2 | 0.3
48 | Cc1ccc(C)c(N2CCN(C(=O)c3cnn(C(C)(C)C)c3C3CCN(C(=O)OC(C)(C)C)CC3)CC2)c1 | . | 3.9 | 5 | 3 | 17
49 | CCCn1c(O)c2ccc(C(=O)N=NC(=O)c3cccnc3)cc2c1O | 29 | -0.4 | 1 | -6 | 0.8
50 | CCN(Cc1ccccc1)C(=O)CCc1nc(CN2CCN(C(=O)c3ccc([N+](=O)[O-])cc3)CC2)no1 | 9 | -0.2 | 0 | 12 | -0.4
51 | Cc1ccc(C(=O)c2sc(Nc3ccccc3)c(C#N)c2N)cc1 | -2 | 1.3 | 2 | -2 | 0.5
52 | CCOC(=O)N1CCN(C(=O)COC(=O)c2ccc([N+](=O)[O-])cc2Cl)CC1 | -19 | 0.2 | 5 | 5 | 0.0
53 | Nc1nc2c(c3c1c(=O)oc1ccccc13)CCCCC2 | 22 | -1.4 | 0 | 7 | -1.1
54 | CC(=O)c1cccc(NC(=O)CN2C(=O)C(=O)N(Cc3ccco3)C2=O)c1 | -4 | 0.4 | 3 | 0 | -0.7
55 | COc1ccc(NC(=O)c2cc(-c3cccc(OC)c3)on2)cc1 | . | . | 6 | -7 | -0.3
56 | CCNC(=O)CC1C(=O)N(c2cccc(C)c2)C(=O)N1CCC(C)C (stereo not drawn) | . | . | 1 | . | 1.0

cpd | RXFP1 antag | TRHR PAM | D1 antagonist | D1 PAM
46 | . | -5 | -11 | -4
47 | -7 | -10 | 9 | 1
48 | 5 | -12 | 11 | 4
49 | 3 | 0 | -24 | 1
50 | 1 | -2 | 14 | -5
51 | -17 | 7 | 11 | -5
52 | -5 | -6 | -11 | 2
53 | -2 | 8 | 10 | -5
54 | -4 | 8 | 14 | 0
55 | -8 | 5 | -7 | 1
56 | -1 | -3 | 6 | -5
